Screening data deposited in PubChem by National Center for Advancing Translational Sciences (NCATS).
AID inh: Primary qHTS assay for inhibitors of Activation Induced Cytidine Deaminase (AID): AID signal. Single-stranded DNA cytosine deaminase (Homo sapiens), Q9GZX7. AID deamination FRET fluorescence, UDG-coupled, 4 h. Potency, µM (titrated, usually from 115 µM), inactives show at the highest dose activity change, negative = inhibition, actives largely listed as inhibitors. 91,000 compounds, 0.32% hits. AID 1347428, 2020; further: nearly all actives have a fitted effect of over 25% in size
Target sequence (Q9GZX7 whole entry, looked up): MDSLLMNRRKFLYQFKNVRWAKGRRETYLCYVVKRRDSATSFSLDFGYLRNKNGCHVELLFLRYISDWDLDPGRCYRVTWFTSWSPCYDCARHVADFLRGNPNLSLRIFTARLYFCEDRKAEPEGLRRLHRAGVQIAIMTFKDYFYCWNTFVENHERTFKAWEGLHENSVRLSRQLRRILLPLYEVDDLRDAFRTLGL
UDG counterscr: Primary qHTS assay for inhibitors of Activation Induced Cytidine Deaminase (AID): UDG Counterscreen signal. Uracil-DNA glycosylase. Potency, µM (highest dose often 115 µM), for inactives: top-dose activity change, negative = inhibition, actives largely listed as inhibitors. 91,000 compounds, 0.14% hits. FRET deamination/UDG coupled assay, UDG read, 4 h; further: nearly all actives have a fitted effect of over 65% in size
Starred values were filed as active, the others as inactive; ? = inconclusive; [ ] = another dose, or the depositor's remark. The call rests on the fitted dose curve; in most records, active means well fitted curve in the direction sought with a large enough effect; inconclusive means small, poorly fitted or top-dose-only effect, or another doubt; inactive means no such curve, though single readings can be large; an effect the other way counts as inactive or inconclusive. On the % scale 0 is the no-effect control and ±100 the full control effect; potency means the concentration at half of the fitted maximal effect. These rows are one share of the data. The share of hits here may be higher or lower than overall.

SMILES	AID inh	UDG counterscr
COc1ccc(NC(=O)CCc2nc3cc(Cl)ccc3n(CC(C)C)c2=O)cc1	1%	-5%
CCC1=Nc2cc(C(=O)NC3CCCC3)ccc2Sc2ccc(Cl)cc21	?	-12%
O=C(CSc1ncnc2sccc12)c1ccc2c(c1)OCCCO2	22%	-7%
O=S(=O)(c1cc(F)ccc1F)N1CCN(C23CC4CC(CC(C4)C2)C3)CC1	-1%	8%
CCOC(=O)c1cc(-c2ccc(OC)c(S(=O)(=O)NC3CCCCC3)c2)on1	-9%	8%
COc1ccc2[nH]cc(CCNC(=O)c3cc(F)ccc3F)c2c1	-12%	-13%
CC(C)C[C@H](N)c1nnc(SCc2ccc(Cl)cc2Cl)o1	-2%	-17%
CCc1cccc(CC)c1-n1nnc2c(sc3nc(C)cc(C)c32)c1=O	-10%	-3%
CC(NC(=O)Cc1csc2nc(-c3ccccc3)cn12)c1ccc(S(C)(=O)=O)cc1 (stereo not drawn)	-4%	-5%
CNC(=O)NC(=O)C(c1ccccc1)N(C)Cc1ccccc1 (stereo not drawn)	-4%	-12%
CCOC(=O)c1c(NC(=O)c2cc(C)on2)sc(C)c1C	2%	9%
CC(C)N(C)S(=O)(=O)c1ccc(Cl)c(C(=O)N2CCCC2C(=O)O)c1 (stereo not drawn)	-9%	-8%
CCOc1ccc(CN2C(=O)c3ccccc3Sc3ccc(C(=O)OC)cc32)cc1	8%	-1%
CCCCn1nc(C(=O)NCCNS(=O)(=O)c2cc(C)ccc2C)c2ccccc2c1=O	-5%	-2%
CC(=O)Nc1ccc(NC(=O)c2cc(=O)c(OCc3ccccc3F)co2)cc1	-5%	-1%
O=C(NCc1ccccc1Cl)c1ccc(Nc2nc3ccccc3n3nnnc23)cc1	2%	0%
CC(C)CN1CCc2nc(N3CCN(C)CC3)ncc2C1	241%[activator]	7%
Cc1cc(S(=O)(=O)NCC(c2ccco2)S(=O)(=O)c2cccs2)ccc1F (stereo not drawn)	?	-17%
NC(=S)N/N=C/c1ccccc1Cl	2%	13%
CCn1ccc2cc(S(=O)(=O)N3CCCN(C(=O)Nc4ccc(C)c(F)c4)CC3)ccc21	2%	-21%
CC(C)NC(=O)CCNC(=O)N1CCn2c1nc1ccccc12	-3%	3%
CCCc1cc(=O)oc2c(C)c(OCC(=O)NCCCN(C)C)ccc12	-14%	-14%
c1ccc(-c2cn[nH]c2)cc1	-1%	-1%
CCOc1ccc(/C=C/C(=O)c2cccc(O)c2)cc1	-13%	-6%
CC(NC(=O)CNC(=O)OCc1ccccc1)C(=O)NCC(=O)O (stereo not drawn)	6%	5%

Next results follow.
SMILES	AID inh	UDG counterscr
NC(N)=Nc1nc(-c2ccccc2)c2ccccc2n1	?	-11%
O=C(CSc1nc2nc[nH]c2c(=O)[nH]1)NCc1ccc(F)cc1	4%	8%
O=C(c1ccco1)c1cn(CCOc2ccc(Cl)cc2)c2ccccc12	5%	19%
CCOC(=O)C1CCN(C(=O)CSc2n[nH]c(-c3ccccc3)n2)CC1	5%	23%
O=C(Nc1ccc(C23CC4CC(CC(C4)C2)C3)cc1)c1cccc(Cl)c1	-13%	-10%
CCOC(=O)c1cccc(NC(=O)NCc2cccn2Cc2ccccc2)c1	3%	-3%
C(=C\c1cccs1)/c1ccc2ccccc2n1	-1%	1%
COc1ccc(C(C)=O)cc1CN(C)CC12CC3CC(CC(C3)C1)C2	-5%	-13%
C=C(C)CN1CCN(CCO)CC1	2%	0%
S=C(NCCc1ccccc1)NC1CCCC1	-4%	1%
CCC(CO)Nc1nc2c(c(=O)n(C)c(=O)n2C)n1Cc1c(F)cccc1Cl (stereo not drawn)	2%	1%
CCOC(=O)Cc1ccc(NC(=O)Nc2ccccc2OCc2cc(=O)n3ccccc3n2)cc1	1%	5%
COc1ccc(-c2nc(CN3CCCC3c3cc(C)no3)co2)cc1 (stereo not drawn)	-6%	-2%
O=c1c2ccccc2cnn1CN1CCN(S(=O)(=O)c2c(Cl)cccc2Cl)CC1	3%	8%
CC(C)N(C(=O)Cn1cc(S(=O)(=O)Cc2ccc(Cl)cc2)c2ccccc21)C(C)C	1%	-1%
O=S(Cc1ccc(F)cc1)Cc1ccc(Cl)cc1 (stereo not drawn)	-4%	-2%
CCc1ccccc1NC(=O)Cn1c(=O)n(-c2cccc(C)c2)c(=O)c2c1c1cc(OC)ccc1n2C	8%	9%
O=C(O)CNS(=O)(=O)c1cccc(F)c1	-6%	-9%
CCCOc1ccc(CN(C(=O)Cc2coc3ccc(CC)cc23)C2CCS(=O)(=O)C2)cc1 (stereo not drawn)	?	2%
CCN(CC)CCCNC(=O)CSc1nc2nc(C)c(Cc3c(F)cccc3Cl)c(C)n2n1	-3%	-16%
COc1cccc(C(=O)Nc2nc3c(s2)CCCC3)c1	-14%	1%[57.5 µM]
CCCCNC(=O)c1cc(-c2ccc(OC)cc2)nc2n[nH]c(-c3cccc([N+](=O)[O-])c3)c12	1%	47%[activator]
Cc1ccc(NC(=O)C2CCCN(S(=O)(=O)c3ccc(F)cc3)C2)cc1 (stereo not drawn)	1%	-7%
O=C(O)c1ccc(/C=C/c2ccc3ccccc3n2)cc1	-7%	-1%
COc1ccc(C(=O)Nc2nc(-c3nnn(-c4ccc(F)cc4F)c3C)ns2)cc1	-12%	?

Full records, quoted from the list:
Shown for CCOc1ccc(CN2C(=O)c3ccccc3Sc3ccc(C(=O)OC)cc32)cc1 → AID inh = 8%; UDG counterscr = -1%
Shown for O=S(=O)(c1cc(F)ccc1F)N1CCN(C23CC4CC(CC(C4)C2)C3)CC1 → AID inh = -1%; UDG counterscr = 8%

Other compounds follow.
SMILES	AID inh	UDG counterscr
O/N=C/c1cn(-c2ccccc2)nc1-c1ccncc1	-4%	0%
COCc1cc(C)nc2c1C(=O)NC(c1ccc(Br)cc1)N2Cc1ccccc1 (stereo not drawn)	21%	-7%
COc1ccccc1NC(=O)Cn1c(=O)oc2cc(S(=O)(=O)NCc3ccccc3)ccc21	-5%	2%
O=C(c1ccc2c(c1)OCO2)N(Cc1ccccc1)Cc1ccccc1	-10%	-3%
O=C(c1ccc(F)cc1)N1c2ncnn2C2(CCCCC2)[C@@H]2CCCC[C@@H]21	1%	3%
c1ccc(CNC2C3CC4CC(C3)CC2C4)nc1 (stereo not drawn)	3%	4%
Cc1ccc2nc(C)c(C(=O)N3CCN(S(=O)(=O)c4ccc(F)cc4)CC3)cc2c1	-8%	-4%
COC(=O)N/N=C/c1ccccc1OCC(=O)O	6%	-2%
COc1cc(C(=O)Nc2ccc3c(c2)nc2n3CCN(C(C)C)C2)cc(OC)c1OC	0%	-5%
COc1ccccc1CNC(=O)CCc1c(C)c2ccc(OC)c(C)c2oc1=O	1%	1%
Cc1cccc(-n2nnnc2C2(Nc3ccccc3)CCCCC2)c1	-14%	-8%
CC(=O)c1cccc(NC(=O)Cc2c(C)c3c(O)cc(C)cc3oc2=O)c1	5%	11%
Cc1cc(N2CCCCC2)nc2ccc(NC(=O)c3ccc(F)cc3)cc12	38%[activator]	1%
CCOC(=O)C1=C(Nc2ccccc2)O/C(=C\c2ccc(OC(F)F)cc2OC(F)F)C1=O	-8%	3%
CCOc1ccc(NC(=O)c2cc3c(C)nn(-c4ccccc4)c3s2)cc1	8%	3%
COCC(C)n1c(C)cc(C(=O)Cn2cnc3scc(-c4ccc(C)cc4)c3c2=O)c1C (stereo not drawn)	-7%	-8%
O=CNc1ccc(O)cc1	-7%	-1%
CCCc1cc(=O)oc2c(C)c(OCC(=O)OC(C)C)ccc12	-16%	0%
CC1=C(C(=O)Nc2ccc(C)cc2C)C(c2ccccc2C)n2ncnc2N1 (stereo not drawn)	7%	-14%
CNC(=O)NC(=O)CSc1cc(C)c2ccccc2n1	-6%	-5%
CCn1c(CN2CCOCC2)nc2cc(NC(=O)c3ccc([N+](=O)[O-])cc3)ccc21	6%	8%
COc1ccc2c(c1)c(C(C(=O)O)N1CCN(C(C)=O)CC1)cn2CCC(=O)O (stereo not drawn)	-14%	3%
CC1=C(C(=O)Nc2ccccc2C)C(c2ccncc2)n2nc(SCc3ccccc3)nc2N1 (stereo not drawn)	19%	5%
CC(=O)NC(C(=O)Nc1ccc(SC2CCCC2)cc1)C(C)C (stereo not drawn)	-2%	9%
CCOc1ccccc1NC(=O)CSc1cn(CC(=O)N2CCCCCC2)c2ccccc12	6%	-2%

Part of the list above in order of count of non-hydrogen atoms, descending.
SMILES	AID inh	UDG counterscr
CC1=C(C(=O)Nc2ccccc2C)C(c2ccncc2)n2nc(SCc3ccccc3)nc2N1 (stereo not drawn)	19%	5%
COc1ccccc1NC(=O)Cn1c(=O)oc2cc(S(=O)(=O)NCc3ccccc3)ccc21	-5%	2%
COCC(C)n1c(C)cc(C(=O)Cn2cnc3scc(-c4ccc(C)cc4)c3c2=O)c1C (stereo not drawn)	-7%	-8%
COc1cc(C(=O)Nc2ccc3c(c2)nc2n3CCN(C(C)C)C2)cc(OC)c1OC	0%	-5%
Cc1ccc2nc(C)c(C(=O)N3CCN(S(=O)(=O)c4ccc(F)cc4)CC3)cc2c1	-8%	-4%
COc1ccccc1CNC(=O)CCc1c(C)c2ccc(OC)c(C)c2oc1=O	1%	1%
CC1=C(C(=O)Nc2ccc(C)cc2C)C(c2ccccc2C)n2ncnc2N1 (stereo not drawn)	7%	-14%
CCOc1ccc(NC(=O)c2cc3c(C)nn(-c4ccccc4)c3s2)cc1	8%	3%
O=C(c1ccc2c(c1)OCO2)N(Cc1ccccc1)Cc1ccccc1	-10%	-3%
Cc1cccc(-n2nnnc2C2(Nc3ccccc3)CCCCC2)c1	-14%	-8%
CC(=O)NC(C(=O)Nc1ccc(SC2CCCC2)cc1)C(C)C (stereo not drawn)	-2%	9%
O/N=C/c1cn(-c2ccccc2)nc1-c1ccncc1	-4%	0%
COC(=O)N/N=C/c1ccccc1OCC(=O)O	6%	-2%
O=CNc1ccc(O)cc1	-7%	-1%

Remaining list, next part
SMILES	AID inh	UDG counterscr
O=C(CC1N=C2c3ccccc3N=C(SCc3ccc(F)cc3)N2C1=O)NCc1cccs1 (stereo not drawn)	-12%	16%
O=C1CN(C(=O)c2ccc(S(=O)(=O)N3CCCC3)cc2)C(c2ccc(F)cc2)c2cc(Br)ccc2N1 (stereo not drawn)	-7%	-12%
Cc1cc(OCC(=O)NCCCN2CCCC2=O)c2c(C)cc(=O)oc2c1	1%	9%
NC(=O)c1ccc(NC(=O)Cn2ccc3cc(Cl)ccc32)cc1	1%	-2%
Cc1cc(C)c2c(n1)SCC(=O)N2CC(=O)Nc1c(C)cccc1C	4%	-3%
CCOC(=O)c1cc(-c2ccccc2)n(CCC(=O)Nc2nc3c(C)cccc3s2)c1C	6%	-3%
CC(C)(C)c1ccc(/C=N/NC(=O)Cc2ccc(Br)cc2)cc1	-11%	-13%
Cc1ccc(Sc2cc3ccccc3oc2=O)cc1	-19%	-6%
O=C(Nc1ccccc1)c1cccc(CSc2cccc[n+]2[O-])c1	-8%	-5%
Cc1ccc(NC(=O)CSc2nc3ccccc3c3nc(CCn4cncc4C)nn23)cc1F	?	-29%
O=C(NCC(O)COc1ccc(C(F)(F)F)cc1)C1CCCCC1 (stereo not drawn)	-1%	0%
CC(CNC(=O)c1ccc2cc[nH]c2c1)c1ccccc1 (stereo not drawn)	2%	-9%
CCn1c(SCc2ccc(F)cc2Cl)nnc1-c1cnccn1	-5%	-2%
Cc1cc2nc(/C(C#N)=C/c3ccccc3)[nH]c2cc1C	-2%	-4%
CCn1nc(C(=O)OCC(=O)c2cc(C)n(CCC(C)C)c2C)c2ccccc2c1=O	-9%	-4%
Cc1c(C(=O)N(C)C)sc2c1c(=O)n(-c1ccc(Cl)cc1)c(=O)n2Cc1ccccc1F	8%	18%
O=C(Nc1cccc(-c2nc3cc(Cl)ccc3o2)c1)c1ccc(F)cc1	33%[activator]	-1%
CC(C)Cn1c(SCC(=O)NCc2ccc(Cl)cc2)nc2ncccc2c1=O	-9%	9%
COC(=O)CCNC(=O)NC(CCC(C)C)c1c(-n2cccc2)sc2c1CCN(C)C2 (stereo not drawn)	142%[activator]	-5%
Nc1c(C(=O)Nc2ccccc2C(F)(F)F)nnn1-c1ccccc1	-10%	-6%
CCn1c(SCC(=O)Nc2ccccc2)nc2c([nH]c3ccccc32)c1=O	12%	2%
COc1ccccc1-n1c(SCC(=O)NC(C)C)nc2ccsc2c1=O	-1%	0%
N#CCCN(CCC#N)C(=O)CSc1ncc(-c2ccc(F)cc2)o1	2%	3%
COc1cccc(C(CC(=O)Nc2cccc(-c3ccno3)c2)n2cccc2)c1 (stereo not drawn)	-16%	-12%
Cc1nc(C(C)(C)C)nc2sc(C(=O)N3CCCCC3)c(C)c12	-6%	-7%
CC(C)NC(=O)CCn1c(SCc2c(F)cccc2Cl)nc2c(sc3ccccc32)c1=O	-29%	1%[57.5 µM]
CCOc1ccc(/C=N/OCc2ccc(F)cc2Cl)cc1OC	-9%	-8%
COc1ccccc1OCC(=O)NCCS(=O)(=O)N1CCN(c2ccccc2OC)CC1	-12%	-2%
CC1=C(C(=O)OC2CCCCCC2)C(c2ccc(Cl)cc2Cl)CC(=O)N1 (stereo not drawn)	-4%	-3%
Cc1c(CCNC(=O)C(C)(C)C)sc2nc(-c3ccc(F)cc3)nn12	7%	-6%
